Bioassay records as filed in PubChem BioAssay.
HCMV antiviral – human cytomegalovirus inhibition. HFF cells, HCMV-luciferase reporter, 72 h; active compounds read low. actives 4.5% (n = 410,000). activity change, negative = inhibition, % at 57.5 µM; in the data active = activity change below about -60%; inconclusive = no clear call, values can overlap the other calls; inactive = above about -39%
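Compounds were evaluated in HFFs infected with an HCMV luciferase reporter virus (MOI 1 PFU/cell). Luciferase in lysates collected 72 h post infection served as the replication measure.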
Active calls of the source: *; ? = inconclusive. % is scaled to controls: 0 for no effect and ±100 for the full control effect. A portion of the library; count on the stated rates, not on these rows.

> CC(C)CC1C(=O)N(Cc2cn(CCC3OCCCO3)nn2)CCS(=O)(=O)N1Cc1ccc(-c2ccc(Cl)nc2)cc1 (stereo not drawn)
  HCMV antiviral = -14
> Cc1ccc(-c2c(C(=O)c3ccc(Br)cc3)[nH]c(N)c2C(=O)NCc2ccc(Cl)cc2)cc1
  HCMV antiviral = 5
> O=C(NC(c1ccccc1)c1ccc2ccccc2n1)C1CCN(Cc2ccc(Cl)c(Cl)c2)CC1 (stereo not drawn)
  HCMV antiviral = 66
> Nc1ncnc2c1ncn2[C@@H]1O[C@H](C(=O)N(CCC2=CCCCC2)CC2CC2)[C@@H](O)[C@H]1O
  HCMV antiviral = -6
> CCOC(=O)[C@]12CCC=C1N(Cc1ccc(Cl)cc1Cl)C(=O)[C@H](CC(=O)NCC1CCCCC1)C2
  HCMV antiviral = -20
> C=CS(=O)(=O)N[C@@H](CSSC[C@H](NS(=O)(=O)C=C)C(=O)OC)C(=O)OC
  HCMV antiviral = -25
> CN(CC(=O)Nc1ccc(Cl)c(Cl)c1)CC(=O)N1CCc2ccccc21
  HCMV antiviral = -8
> C=C1CCCC2OC(CC3=CC4/C(C)=C/CC(C)CC(/C=C(\C)C(O)C5CC(O)C(O)C(CCC(O)/C=C/C(C)=C/CCC6=NCCC(C3)C64C)O5)OC(=O)CC3OC(C(O)C1)C(O)C3O)CC(O)C2O (stereo not drawn)
  HCMV antiviral = -78*
> O=C(Nc1cccc(C(F)(F)F)c1)C1Cc2c(-c3ccc(Cl)cc3)ccnc2O1 (stereo not drawn)
  HCMV antiviral = -26
> CS(=O)(=O)Nc1cccc(-c2cc(NC=O)c3ncc(-c4ccc(F)c(Cl)c4)n3c2)c1
  HCMV antiviral = 45
> COc1cccc(C(C)(O)c2nc(-c3cccc4cccnc34)cs2)c1 (stereo not drawn)
  HCMV antiviral = 20
> COc1ccc(-c2nc(-c3ccc(C(=O)O)cc3)no2)cc1
  HCMV antiviral = 78
> C[C@@H]1CN([C@@H](C)CO)C(=O)CCCn2cc(nn2)CO[C@H]1CN(C)S(=O)(=O)c1ccc(-n2cccn2)cc1
  HCMV antiviral = 8
> CCOC(=O)C1(C)CCCN(C(=O)c2c(-c3ccccc3)noc2C)C1 (stereo not drawn)
  HCMV antiviral = -1
> O=C(Nc1ccc(C(=O)N2CCCC2)cc1)c1cc(F)c(F)cc1Cl
  HCMV antiviral = -18
> c1ccc(CNc2nc(Oc3ccncc3)c3sccc3n2)cc1
  HCMV antiviral = 36
> CC(C)C(=O)N1CCC1(C)C(=O)Nc1cccc(Oc2ccccc2)c1 (stereo not drawn)
  HCMV antiviral = -30
> Cn1ccc2c(-c3ccc(F)nc3)cc3c(c21)C1CCC3O1 (stereo not drawn)
  HCMV antiviral = 1
> COc1ccc(OC(=O)N(C)C[C@@H]2OCc3cnnn3CCCC(=O)N([C@@H](C)CO)C[C@@H]2C)cc1
  HCMV antiviral = -21
> Cc1cc(C(=O)CCC(=O)N(C)CC2COc3ccccc3O2)c(C)s1 (stereo not drawn)
  HCMV antiviral = 43
> Cc1c(P(=O)(c2ccccc2)c2ccccc2)c2ccccc2n1C
  HCMV antiviral = 5
> C[C@H]1CN([C@@H](C)CO)C(=O)CCCn2nncc2CO[C@H]1CN(C)C(=O)c1ccccc1
  HCMV antiviral = 21
> O=C(COC(=O)/C=C/c1cccc(C(F)(F)F)c1)Nc1cccc(S(=O)(=O)NC2=NCCC2)c1
  HCMV antiviral = -28
> COc1cc2c(cc1OC)/C(=C/C(=O)OCc1ccccc1)OC2
  HCMV antiviral = 28
> CCCCNC(=O)C1c2ccccc2OCC(=O)N1Cc1ccc2c(c1)OCO2 (stereo not drawn)
  HCMV antiviral = 17

> COc1ccccc1NC(=O)c1ccccc1SCC(=O)N1CCCC1
  HCMV antiviral = -12
> COC(=O)CCN1CCC2CC1c1cc(N3CCCCC3)ccc12 (stereo not drawn)
  HCMV antiviral = 7
> C[C@H]1[C@@H](NS(=O)(=O)c2ccc(F)cc2)CC[C@@]23CCCN2C(=O)CCC[C@@H]13
  HCMV antiviral = 16
> Cc1ccc(S(=O)(=O)N2C3CCCCC3O[C@H]2CC(=O)c2cccc3ccccc23)cc1 (stereo partly drawn)
  HCMV antiviral = 12
> Nc1sc(-c2ccccc2)cc1C(=O)N1CCNCC1
  HCMV antiviral = ?
> COc1ccc(CN2C(=O)C(n3c(C)ccc3C)c3cccc(F)c32)cc1 (stereo not drawn)
  HCMV antiviral = -34
> COC(=O)c1cc([N+](=O)[O-])c(C)c(C)n1
  HCMV antiviral = -30
> OC(c1cccc(Cl)c1)c1ncc(-c2cccc3ccccc23)[nH]1 (stereo not drawn)
  HCMV antiviral = 29
> CN(C)CCNc1ncnc2c1ncn2[C@H]1CN(Cc2ccc3c(c2)OCO3)C[C@@H](CO)O1
  HCMV antiviral = 22
> O=C(NCc1ccccc1)c1nc2ccccc2nc1-c1ccc(F)cc1
  HCMV antiviral = 18
> COCCCNc1ccn2nc(-c3ccc(CC(C)C)cc3)cc2n1
  HCMV antiviral = 45
> O=C(O)c1ccc(S(=O)(=O)N2CCCCCCC2)cc1
  HCMV antiviral = -6
> COC(=O)CCC(C)C1CCC2C3C(OC(C)=O)CC4CC(O)CCC4(C)C3CC(O)C12C (stereo not drawn)
  HCMV antiviral = -13
> Nc1ccccc1C(=O)NN=Cc1cccnc1
  HCMV antiviral = 3
> CC1(C)c2[nH]c3ccccc3c2C[C@@H]2C(=O)N(Cc3ccc(F)cc3)C(=O)N21
  HCMV antiviral = -5
> CCCS(=O)(=O)NC(=O)C1(C)CCCN(C(=O)c2ccc(C(F)(F)F)nc2C)C1 (stereo not drawn)
  HCMV antiviral = ?
> N#Cc1cccc(C(=O)C(=O)N2CCN(C(=O)OCc3ccccc3)CC2)c1
  HCMV antiviral = 9
> OC(c1ccc(F)cc1)c1ncc(-c2ccccc2F)[nH]1 (stereo not drawn)
  HCMV antiviral = 48
> CCOC(=O)[C@]12CCCC=C1N(Cc1ccccc1)C(=O)[C@H](CC(=O)NCc1cccs1)C2
  HCMV antiviral = -26
> COC(=O)C[C@@H]1CC[C@@H](NC(=O)NC2CCCC2)[C@@H](CO)O1
  HCMV antiviral = -18
> COc1ccc(NC(=O)C(C2CC2)n2c(=O)c(-c3ccco3)nc3ccccc32)cc1 (stereo not drawn)
  HCMV antiviral = 27
> COc1cc(CNc2ncnc3c2ncn3[C@H]2CN(Cc3cccc4ccccc34)C[C@@H](CO)O2)cc(OC)c1OC
  HCMV antiviral = 65
> COc1ccc(S(=O)(=O)N(C)C[C@@H]2OCc3cnnn3CCCC(=O)N([C@H](C)CO)C[C@H]2C)cc1
  HCMV antiviral = -13
> CCCc1c(-c2cccc(Cl)c2)ncn1Cc1ccccc1OC
  HCMV antiviral = -23
> COc1cccc(NC(=O)CN(C)C(=O)/C=C/c2ccc(S(=O)(=O)N3CCCCCC3)cc2)c1
  HCMV antiviral = -38

> COc1ccc2c(c1)[C@@H](NC(C)=O)[C@H](C)[C@@H](c1ccccc1)N2C(C)=O
  HCMV antiviral = -5
> C=CCNc1ccc2c(c1)OC[C@@H](CC(C)C)NS2(=O)=O
  HCMV antiviral = -23
> CC1(C)CC(=O)C=C(c2ccc(-c3ccc(S(C)(=O)=O)cc3)cc2)C1=O
  HCMV antiviral = -5
> CCCNC(=O)C1(C)CCN(C(=O)c2cc(C(C)(C)C)nn2C)C1 (stereo not drawn)
  HCMV antiviral = 15
> O=C(NCc1ccccc1)c1cc(C2COCCN2C(=O)CCc2ccccc2)on1 (stereo not drawn)
  HCMV antiviral = -22
> O=c1c2ccccc2nc2n1CCc1ccc(Br)cc1-2
  HCMV antiviral = -11
> O=C1C(=O)c2cccnc2-c2ncccc21
  HCMV antiviral = -99*
> COc1cccc(C(=O)C(CCC#N)c2ccccc2)c1 (stereo not drawn)
  HCMV antiviral = -17
> Cc1cccc(N2CCN(C(=O)c3[nH]c(C(F)(F)F)nc3-c3ccccc3)CC2)c1C
  HCMV antiviral = -87*
> CCN(CC)C(=O)c1cccc(-c2csc(C(O)c3ccc(F)c(F)c3)n2)c1 (stereo not drawn)
  HCMV antiviral = -12
> C[C@H](NC(=O)c1nc[nH]c1C(=O)NC[C@@H](C)O)c1ccccc1
  HCMV antiviral = -15
> CC(C)C(N)c1csc(NC(=O)Nc2cccc(Cl)c2)n1 (stereo not drawn)
  HCMV antiviral = 12
> Cc1ccc2[nH]c(-c3cscn3)c([N+](=O)[O-])c2c1
  HCMV antiviral = ?
> OC[C@@H]1CN(Cc2ccc3c(c2)OCO3)C[C@H](n2cnc3c(N4CCCC4)ncnc32)O1
  HCMV antiviral = 9
> CCCCOCCCNC(=O)C[C@@H]1C[C@@]2(C(=O)OCC)CCCC=C2N(Cc2ccc(Cl)cc2Cl)C1=O
  HCMV antiviral = -2
> CC(=NNC(=S)Nc1ccccc1)c1ccccn1
  HCMV antiviral = -98*
> COc1cccc(S(=O)(=O)N(C)C[C@H]2Oc3ncc(Br)cc3C(=O)N([C@H](C)CO)C[C@H]2C)c1
  HCMV antiviral = 10
> O=S1(=O)N[C@@H](Cc2ccccc2)COc2cccc(N3CCCCC3)c21
  HCMV antiviral = 5
> CCC(CC)C(=O)N(C)c1c(C)nc2c(OCC(=O)C(C)(C)C)cccn12
  HCMV antiviral = 7
> CCOC(=O)[C@]12CCC=C1N(Cc1ccccc1)C(=O)[C@H](CC(=O)NCc1cccc(C(F)(F)F)c1)C2
  HCMV antiviral = -97*
> O=C(NC1CCCC1)C(C1CC1)n1c(-c2ccncc2)nc2ccccc21 (stereo not drawn)
  HCMV antiviral = -4
> Cc1cccc(S(=O)(=O)NC(=O)C2(C)CCN2C(=O)Cc2cccs2)c1 (stereo not drawn)
  HCMV antiviral = -33
> O=C(Nc1ccc(Cl)cc1)c1csc(COCCO)n1
  HCMV antiviral = 4
> CCC(c1nc2ccccc2[nH]1)n1c(=O)c(-c2ccccc2)nc2ccccc21 (stereo not drawn)
  HCMV antiviral = -18
> C[C@H](NC(=O)c1ncn2c1C(=O)N(C)CC2)C(=O)OC(C)(C)C
  HCMV antiviral = 9

Remaining list, next part
smiles | HCMV antiviral
O=C1Nc2ccccc2-n2nnnc2C1N1CCN(c2ccc(C(F)(F)F)cn2)CC1 (stereo not drawn) | 0
CCOC(=O)[C@]12CCCC=C1N(Cc1ccco1)C(=O)[C@H](CC(=O)NCC13CC4CC(CC(C4)C1)C3)C2 | -16
COc1cc(-c2cc(NC(C)=O)c3ncc(-c4ccccc4)n3c2)cc(OC)c1OC | 42
CC1(C(=O)Nc2cccc(Oc3ccccc3)c2)CCN1Cc1ccccc1Cl (stereo not drawn) | -27
COc1ccc(NC(=O)N(C)[C@H]2C[C@H]3c4[nH]c5ccc(-c6ccc7c(c6)OCO7)cc5c4CCN3C[C@H]2[C@H](C)O)cc1 | -1
CCOC(=O)c1ccc(NC(=O)Nc2nncs2)cc1 | -75*
O=C1C(=Cc2ccccc2O)SC(=S)N1CCCN1CCOCC1 | -3
O=C1c2ccccc2C(c2nnnn2Cc2ccccc2)N1CCCN1CCOCC1 (stereo not drawn) | -24

Sorted by length of the SMILES (smallest number first): part of the list above
smiles | HCMV antiviral
O=C1C(=O)c2cccnc2-c2ncccc21 | -99*
CC(=NNC(=S)Nc1ccccc1)c1ccccn1 | -98*
O=c1c2ccccc2nc2n1CCc1ccc(Br)cc1-2 | -11
O=C(O)c1ccc(S(=O)(=O)N2CCCCCCC2)cc1 | -6
CC(C)C(N)c1csc(NC(=O)Nc2cccc(Cl)c2)n1 (stereo not drawn) | 12
COc1ccccc1NC(=O)c1ccccc1SCC(=O)N1CCCC1 | -12
Cc1ccc2[nH]c(-c3cscn3)c([N+](=O)[O-])c2c1 | ?
CC(C)C(=O)N1CCC1(C)C(=O)Nc1cccc(Oc2ccccc2)c1 (stereo not drawn) | -30
O=C(NC1CCCC1)C(C1CC1)n1c(-c2ccncc2)nc2ccccc21 (stereo not drawn) | -4
CN(CC(=O)Nc1ccc(Cl)c(Cl)c1)CC(=O)N1CCc2ccccc21 | -8
C[C@H](NC(=O)c1nc[nH]c1C(=O)NC[C@@H](C)O)c1ccccc1 | -15
CCN(CC)C(=O)c1cccc(-c2csc(C(O)c3ccc(F)c(F)c3)n2)c1 (stereo not drawn) | -12
O=C1Nc2ccccc2-n2nnnc2C1N1CCN(c2ccc(C(F)(F)F)cn2)CC1 (stereo not drawn) | 0
COc1cc(-c2cc(NC(C)=O)c3ncc(-c4ccccc4)n3c2)cc(OC)c1OC | 42
COc1ccc2c(c1)[C@@H](NC(C)=O)[C@H](C)[C@@H](c1ccccc1)N2C(C)=O | -5
COc1cccc(NC(=O)CN(C)C(=O)/C=C/c2ccc(S(=O)(=O)N3CCCCCC3)cc2)c1 | -38
CCOC(=O)[C@]12CCCC=C1N(Cc1ccccc1)C(=O)[C@H](CC(=O)NCc1cccs1)C2 | -26
C[C@H]1[C@@H](NS(=O)(=O)c2ccc(F)cc2)CC[C@@]23CCCN2C(=O)CCC[C@@H]13 | 16
COc1cc(CNc2ncnc3c2ncn3[C@H]2CN(Cc3cccc4ccccc34)C[C@@H](CO)O2)cc(OC)c1OC | 65
CC(C)CC1C(=O)N(Cc2cn(CCC3OCCCO3)nn2)CCS(=O)(=O)N1Cc1ccc(-c2ccc(Cl)nc2)cc1 (stereo not drawn) | -14
CCOC(=O)[C@]12CCCC=C1N(Cc1ccco1)C(=O)[C@H](CC(=O)NCC13CC4CC(CC(C4)C1)C3)C2 | -16

The listing continues.
smiles | HCMV antiviral
COc1ccccc1Cc1c(-c2ccco2)nc2ccc(Br)cn12 | 22
CC[C@@H]1CCC[C@@H](O)[C@@H](C)C(=O)O[C@H](C)[C@@H](C)C/C=C(C)/C(OC)=C\C(=O)N(C)C([C@@H](C)CC)C(=O)N(C)[C@@H](C(C)C)C(=O)N(C)[C@@H](COC)C(=O)N2CCC[C@H]2C(=O)N(C)[C@@H](C(C)C)C(=O)N2CCC[C@H]2C(=O)O1 (stereo partly drawn) | -102*
CC(=O)Nc1cccc(NC(=O)C(=O)c2cn(CC(=O)N3CCCC3)c3ccccc23)c1 | 9
COc1ccc(F)cc1-c1cc(NC=O)c2ncc(-c3cccc(C(F)(F)F)c3)n2c1 | -24
Cc1cccc(S(=O)(=O)NC(=O)C2(C)CCN2C(=O)c2cccc(F)c2)c1 (stereo not drawn) | -25
